Source: PubChem (several laboratories)
T cell HTS – modulators of CD8 T cell-vesicle binding, primary screen, mouse 2C CD8+ T cells, flow cytometry. 2C CD8+ T cell-vesicle binding; active compounds read low. 0.068% of 330,000 active. calls only at 7 µM;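 active = response, share of CD8 T cells binding vesicles, and their 90th percentile fluorescence all below set limits, cut at about 80% in these data, passing the limit was not always enough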
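material = purified 2C TCR transgenic mouse naive CD8+ T cells | controls = Unloaded micro-vesicles (low), QL9 vesicles with 0.7% DMSO (high) | detection = cytometric PE anti-B7-1 and Alexa647 anti-CD8 signals after 1% paraformaldehyde fixation | incubation = binding step 1.5 h, 37 °C, antibody labelling 20 min, ice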
Lipid droplet – inhibitors of hepatocyte lipid droplet formation, primary screen, imaging, high-throughput imaging, BODIPY stain; AML12 mouse hepatocytes, oleate lipid droplets; AID 1656, 2009; 0.4% of 240,000 active; inhibition, % at 6.5 µM;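 active = lipid droplet intensity inhibited by at least 50%, with more than 500 cells counted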
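Assay system: AML12 hepatocytes (mouse); Probe or stimulus: oleic acid at 100 µM to induce lipid droplet formation; Dosing: compound at 6.5 µM only; Schedule: compound with oleate, overnight; Detection: fluorescence imaging, 20x objective, two fields per well; Measure: % inhibition of lipid droplet signal.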
Lipid droplet cells 6.5 µM – second read-out of Lipid droplet, no call of its own (marks repeat the call); cell count; measured here: cell count, cytotoxicity flag;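 cells counted across two imaged fields per well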
T cell HTS vesicle-bound % – recorded beside T cell HTS, whose call it bears; double positive events, %; measured here: CD8+ vesicle-bound cell fraction;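 binding gate set so that unloaded-vesicle control wells show 10% double positive cells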
* hit, by the source's call; i = inactive. A portion of the library; the hit share may differ from the screen's.

Fields – T cell HTS	T cell HTS vesicle-bound %	Lipid droplet	Lipid droplet cells 6.5 µM
CN(C)C(CNC(=O)c1ccc(C2SCCS2)cc1)c1ccccc1 (stereo unspecified)
  i	50.8	7.6	784
COc1ccc(C(O)P(=O)(OCCC(C)C)c2ccc(N(C)C)cc2)cc1 (stereo unspecified)
  i	21.5	-1.2	829
CCS(=O)(=O)c1nc(S(=O)(=O)c2ccc(C)cc2)c(N2CCOCC2)s1
  i	29.8	9.3	738
CC(C)CC(=O)Nc1nnc(S(=O)(=O)N2CCc3ccccc32)s1
  i	36.3	0.4	678
O=C(CNc1cccc(S(=O)(=O)N2CCCCC2)c1)Nc1ccccc1F
  i	6.2	-14.7	822
O=C(COc1cccc2ccccc12)Nc1ccc(Cl)cc1C(=O)O
  i	65.3	21.6	745
CC1CCN(CC(=O)N2CCc3ccccc32)CC1
  i	13.3	-3.4	713
COc1cccc(-c2nnn(CC(=O)N3CCCCC3)n2)c1
  i	58.7	-3.1	796
COc1ccc(C(=O)C(C)[n+]2ccc(C)c3ccccc32)cc1[N+](=O)[O-] (stereo unspecified)
  i	63.2	-0.3	751
O=C(CN(Cc1ccc(Br)cc1)S(=O)(=O)c1ccccc1)NCC1CCCO1 (stereo unspecified)
  i	38.0	-6.0	658
CCOc1cc(/C=C2\CN(CC)C/C(=C\c3ccc(O)c(OCC)c3)C2=O)ccc1O
  i	26.7	-16.2	831
O=S1(=O)N[C@H](c2ccccc2)C[C@H](c2ccc(C(F)(F)F)cc2)O1
  i	56.0	15.3	821
C=CCN1N=C(/C=C/c2ccc(OC)cc2)CCC1=O
  i	63.5	11.9	840
O=C(Cc1ncc(C(F)(F)F)cc1Cl)NNc1cccc(F)n1
  i	58.1	-8.4	829
Cc1cccc(C(=O)O/N=C(\N)Cc2cccc3ccccc23)c1
  i	11.1	-0.8	849
O=C(O)C(Oc1ccc2c(c1)oc(=O)c1ccccc12)c1ccccc1 (stereo unspecified)
  i	28.0	3.7	864
O=C(COc1ccccc1Cl)Nc1ccccc1C(=O)N1CCCCC1
  i	58.8	-5.1	696
C=CCn1c(=N)c(S(=O)(=O)c2ccc(C)c(C)c2)cc2c(=O)n3ccccc3nc21
  i	10.2	1.5	809
COC(=O)c1ccc(NC(=O)COc2ccc3c(c2)OCO3)cc1
  i	21.1	-3.9	766
Cc1cc(C(=O)N(C)Cc2c(F)cccc2Cl)c2ccccc2n1
  i	38.5	-37.2	722

The list goes on.
Fields – T cell HTS	T cell HTS vesicle-bound %	Lipid droplet	Lipid droplet cells 6.5 µM
CC1CCN(C(=O)Cn2c3ccccc3c3nc4n(c(=O)c32)CCS4)CC1
  i	17.5	1.3	751
O=C(Nc1ccc(OCC(=O)N2CCOCC2)cc1)c1cc(F)c(F)cc1Cl
  i	45.1	-14.5	798
Cc1nc(C)n(CCNS(=O)(=O)c2ccc(C)c(C)c2)n1
  i	28.1	-2.6	784
CCNS(=O)(=O)c1ccc(CCC(=O)N2CCN(c3cc(Cl)ccc3C)CC2)cc1
  i	29.5	-15.1	780
NS(=O)(=O)c1ccc(NC(NC(=O)c2cccnc2)C(Cl)(Cl)Cl)cc1 (stereo unspecified)
  i	45.6	6.7	840
COc1cc(/C=C2/C(=N)N3N=C(C)SC3=NC2=O)ccc1OS(=O)(=O)c1ccc(C)cc1
  i	50.0	-0.4	739
CN(Cc1cccc2cnccc12)C(=O)c1cc(COc2ccc(F)cc2Cl)on1
  i	26.8	-37.4	693
CC(=O)COc1c(-c2ccco2)oc2ccccc2c1=O
  i	60.1	5.6	837
COc1ccc(NC(=O)c2cc(-c3ccccc3Cl)on2)cc1OC
  i	60.5	4.9	866
COc1ccc(CN2CCNC(=O)C2CC(=O)N(C)Cc2ccno2)c(F)c1 (stereo unspecified)
  i	14.3	8.9	829
C[C@H](NC(=O)c1nc[nH]c1C(=O)NCc1ccccc1)C(=O)OCc1ccccc1
  i	46.6	-15.0	760
CCN(C(=O)CN1C(=O)S/C(=C\c2ccccc2OC)C1=O)C1CCS(=O)(=O)C1 (stereo unspecified)
  i	13.1	-11.5	572
CCNc1oc(-c2ccccc2F)nc1S(=O)(=O)c1ccccc1
  i	34.0	-4.9	680
Cc1cc(C)cc(NC(=O)CS(=O)(=O)c2ccccc2)c1
  i	44.0	8.4	838
COc1ccc(C(=O)/C=C/c2ccc(OCc3ccccc3)cc2)cc1CSCC(=O)O
  i	5.1	3.3	666
Cc1[nH]c2ccc(C(=O)N3CCN(c4ccc(F)cc4)CC3)cc2c1C
  i	12.0	-0.1	690
CC1CCCCN1S(=O)(=O)c1ccc2[nH]c(=O)cc(C(=O)NCCCN3CCCCCC3)c2c1 (stereo unspecified)
  i	28.3	15.8	746
COc1cc(NC(=O)COC(=O)CCCC2=NS(=O)(=O)c3ccccc3N2)cc(OC)c1
  i	10.7	5.0	738
O=C(CN1CCN(c2ccccc2)CC1)Nc1ccncc1
  i	57.1	10.9	786
Cc1ccc(-c2csc(NC(=O)CN3CCOCC3)n2)cc1
  i	21.6	11.0	825
Cc1cc(NC(=O)CSc2nc3c(C)c(C)ccc3cc2C)no1
  i	38.4	3.2	807

Exported with tabs: entries from further up.
canonical_smiles	T cell HTS	T cell HTS vesicle-bound %	Lipid droplet	Lipid droplet cells 6.5 µM
CC1CCN(C(=O)Cn2c3ccccc3c3nc4n(c(=O)c32)CCS4)CC1	i	17.5	1.3	751
O=C(Nc1ccc(OCC(=O)N2CCOCC2)cc1)c1cc(F)c(F)cc1Cl	i	45.1	-14.5	798
Cc1nc(C)n(CCNS(=O)(=O)c2ccc(C)c(C)c2)n1	i	28.1	-2.6	784
CCNS(=O)(=O)c1ccc(CCC(=O)N2CCN(c3cc(Cl)ccc3C)CC2)cc1	i	29.5	-15.1	780
NS(=O)(=O)c1ccc(NC(NC(=O)c2cccnc2)C(Cl)(Cl)Cl)cc1 (stereo unspecified)	i	45.6	6.7	840
COc1cc(/C=C2/C(=N)N3N=C(C)SC3=NC2=O)ccc1OS(=O)(=O)c1ccc(C)cc1	i	50.0	-0.4	739
CN(Cc1cccc2cnccc12)C(=O)c1cc(COc2ccc(F)cc2Cl)on1	i	26.8	-37.4	693
CC(=O)COc1c(-c2ccco2)oc2ccccc2c1=O	i	60.1	5.6	837
COc1ccc(NC(=O)c2cc(-c3ccccc3Cl)on2)cc1OC	i	60.5	4.9	866
COc1ccc(CN2CCNC(=O)C2CC(=O)N(C)Cc2ccno2)c(F)c1 (stereo unspecified)	i	14.3	8.9	829
C[C@H](NC(=O)c1nc[nH]c1C(=O)NCc1ccccc1)C(=O)OCc1ccccc1	i	46.6	-15.0	760
CCN(C(=O)CN1C(=O)S/C(=C\c2ccccc2OC)C1=O)C1CCS(=O)(=O)C1 (stereo unspecified)	i	13.1	-11.5	572
CCNc1oc(-c2ccccc2F)nc1S(=O)(=O)c1ccccc1	i	34.0	-4.9	680
Cc1cc(C)cc(NC(=O)CS(=O)(=O)c2ccccc2)c1	i	44.0	8.4	838

Pulled by structure from the entries so far, two records:
Fields – T cell HTS	T cell HTS vesicle-bound %	Lipid droplet	Lipid droplet cells 6.5 µM
O=C(CN1CCN(c2ccccc2)CC1)Nc1ccncc1
  i	57.1	10.9	786
Cc1cc(NC(=O)CSc2nc3c(C)c(C)ccc3cc2C)no1
  i	38.4	3.2	807
